LEDGF integ inh = blocks HIV-1 LEDGF/p75-dependent DNA integration; TR-FRET IN-LEDGF/p75 DNA integration, Eu/Cy5; inhibition, % at 3.7 µM; 370,000 tested, 0.64% active; AID 743269;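 active means inhibition above the screen-wide mean plus 3 SD, cut at about 13% in these data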;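 further: signal is the Cy5 over europium emission ratio at 671 and 618 nm; 0% = plate median of compound wells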
Rev-erbA mod = modulates human Rev-erb alpha binding to DNA. 370,000 tested, 0.79% active. activity, % at 10 µM. Rev-erbα–FITC-DNA binding, fluorescence polarization, 90 min. P20393. AID 1259318;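 active means activity above about 14%, limit read from the data; passing the limit was not always enough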;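 further: 0% = DMSO wells with 35 nM protein and 100% = DMSO wells with 750 nM protein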
Target sequence (P20393 whole entry, looked up): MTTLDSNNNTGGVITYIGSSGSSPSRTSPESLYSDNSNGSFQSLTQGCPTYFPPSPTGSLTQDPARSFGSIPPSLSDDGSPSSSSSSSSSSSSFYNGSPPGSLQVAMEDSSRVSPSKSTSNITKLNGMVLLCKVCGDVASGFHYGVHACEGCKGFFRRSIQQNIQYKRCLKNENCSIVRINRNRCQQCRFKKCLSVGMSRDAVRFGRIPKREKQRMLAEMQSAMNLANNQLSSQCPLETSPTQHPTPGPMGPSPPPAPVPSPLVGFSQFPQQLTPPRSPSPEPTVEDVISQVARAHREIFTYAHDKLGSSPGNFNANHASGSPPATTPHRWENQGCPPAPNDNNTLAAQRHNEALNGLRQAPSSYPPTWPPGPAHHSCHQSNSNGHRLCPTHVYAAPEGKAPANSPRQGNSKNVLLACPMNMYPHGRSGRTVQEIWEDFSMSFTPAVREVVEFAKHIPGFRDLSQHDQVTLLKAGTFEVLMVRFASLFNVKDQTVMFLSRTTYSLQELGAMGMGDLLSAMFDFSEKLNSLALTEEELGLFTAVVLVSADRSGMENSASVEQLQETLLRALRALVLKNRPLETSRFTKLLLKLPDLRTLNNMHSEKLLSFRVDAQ
PRMT1 FP inh = inhibitors of human PRMT1 | recombinant PRMT1, activity-based probe fluorescence polarization | AID 652257 | inhibition, % at 2.79 µM | Q99873 | 370,000 tested, 1.3% active;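 active means inhibition above about 21% made by adding two undisclosed values, limit read from the data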
MBD2 inh = blocks human MBD2 binding to methylated DNA; Q9UBB5; TR-FRET, MBD2 binding to methylated oligonucleotide; inhibition, % at 4.4 µM; 370,000 tested, 0.31% active; AID 686964; in the data active means inhibition above about 13%
PG9 binder = PG9 antibody binding by small molecule. TR-FRET gp120-PG9 antibody binding. inhibition, % at 6.7 µM. 360,000 tested, 0.43% active; in the data active means inhibition above about 8.5%
ABHD4 inh = ABHD4 (mouse) inhibition, primary FP screen | purified mABHD4, FP-Rh probe fluorescence polarization | inhibition, % at 8.92 µM | 370,000 tested, 0.54% active;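 active means inhibition exceeding the mean over every tested compound plus 3 SD, cut at about 30% in these data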;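 further: 0% = plate median of compound wells and 100% = S159A mutant with DMSO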
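Test system: mouse ABHD4 enzyme, wild type. Reagent: FP-Rh fluorescent activity-based probe, added after compound pre-incubation. Timing: pre-incubation 45 min, probe exposure 60 min, at 25 °C. Technique: FP readout, ex 525 nm / em 598 nm. Benchmarks: high control S159A mutant with DMSO, low control median of compound wells.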
TCR CD3 inh = blocks the human TCR-CD3 interaction; TAMRA-labeled TCR probe fluorescence, biochemical; inhibition, % at 9.4 µM; 360,000 tested, 0.37% active; in the data active means inhibition above about 19%;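 further: recombinant mutant TCR 2C K166C tagged with TAMRA read by polarization; 0% = receptor in buffer alone and 100% = receptor with positive control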
rCAG RNA binder = r(CAG) repeat RNA binding; TO-PRO-1 dye displacement fluorescence; inhibition, % at 3 µM; 370,000 tested, 1.3% active; AID 651821;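 active means inhibition above the plate cutoff, the mean of all test compounds on that plate plus 3 SD, cut at about 35% in these data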;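 further: 0% = DMSO alone and 100% = 100 µM mitoxantrone as full dye displacement; higher means more dye released from RNA so lower well fluorescence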
UHRF1 binding = blocks human UHRF1 binding to methylated DNA | 370,000 tested, 0.75% active | Q96T88 | inhibition, % at 4.4 µM | UHRF1 binding to methylated oligo, TR-FRET; in the data active means inhibition above about 21%;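 further: UHRF1 SRA domain binding a hemimethylated CpG hairpin DNA probe; 0% = median of test compound wells and 100% = reference inhibitor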
HTRA1 inh = blocks human HTRA1 serine peptidase; Q92743; recombinant HTRA1, FP-rhodamine activity-based probe, fluorescence polarization; inhibition, % at 5.96 µM; 340,000 tested, 0.5% active; in the data active means inhibition above about 36%;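 further: 0% = enzyme with DMSO and 100% = wells lacking enzyme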
Target sequence (Q92743 whole entry, looked up): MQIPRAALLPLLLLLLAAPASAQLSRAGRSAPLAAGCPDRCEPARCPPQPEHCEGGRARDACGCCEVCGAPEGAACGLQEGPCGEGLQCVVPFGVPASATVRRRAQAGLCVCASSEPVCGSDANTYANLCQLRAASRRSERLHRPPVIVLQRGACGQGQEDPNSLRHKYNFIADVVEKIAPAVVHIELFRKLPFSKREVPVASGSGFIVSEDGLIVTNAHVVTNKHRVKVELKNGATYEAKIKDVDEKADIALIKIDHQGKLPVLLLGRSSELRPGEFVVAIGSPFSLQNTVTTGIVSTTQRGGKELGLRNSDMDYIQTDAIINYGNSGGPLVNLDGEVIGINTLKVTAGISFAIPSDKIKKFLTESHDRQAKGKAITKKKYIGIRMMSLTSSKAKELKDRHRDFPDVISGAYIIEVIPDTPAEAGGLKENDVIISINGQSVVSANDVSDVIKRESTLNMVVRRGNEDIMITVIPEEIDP
* = called active by the depositor; . = not tested or not shown.

SMILES	LEDGF integ inh	Rev-erbA mod	PRMT1 FP inh	MBD2 inh	PG9 binder	ABHD4 inh	TCR CD3 inh	rCAG RNA binder	UHRF1 binding	HTRA1 inh
CCNC(=O)N1C[C@H]2CON(C)[C@H]2C[C@H]1c1ccccc1Br	-5	-2	2	2	-0.3	10	-3	-1	0	-4
CC1CN(C(=O)COC(=O)c2cc(=O)c3ccccc3o2)CC(C)O1 (stereo unspecified)	0	5	-5	-6	0.7	2	0	1	-2	-1
COc1cc2c(cc1NC(=O)CN1CCN(S(=O)(=O)c3ccc(C)cc3)CC1)oc1ccccc12	-3	27*	-5	0	-0.8	3	0	0	0	3
Cc1ccc(-c2csc(N3CCC[C@@H]3C(=O)NCCn3c(C(F)(F)F)nc4ccccc43)n2)cc1	-2	5	0	-1	0.4	3	3	2	2	-13
COc1ccc(C2CCN(Cc3cccnc3)CC2O)cc1 (stereo unspecified)	1	-3	0	0	-0.2	3	3	-1	1	4
Cc1csc(NC(=O)c2cc(C)oc2C)n1	1	1	1	4	0.4	6	1	-2	0	-6
Cc1ccc(Cc2nc(-c3cccc(C)c3)no2)cc1	1	4	-1	1	0.8	-3	10	-3	0	-7
CCN(CC1CCCN(CCc2cccc(OC)c2)C1)C(=O)c1ccoc1 (stereo unspecified)	1	0	4	4	0.5	0	4	-7	0	-2
CCn1c(=NC(=O)CN2C(=O)CCC2=O)sc2c(C)cc(C)cc21	2	8	-7	0	-2.3	2	6	1	0	-1
CCCC(=NC(C)CC)C1=C(O)CC(c2ccccc2)CC1=O (stereo unspecified)	-2	2	-1	4	0.1	4	6	-7	0	-1
Cc1c(C)c(C)c(CO/N=C/c2cccs2)c(C)c1C	0	3	-4	-4	-1.6	4	-4	-1	-1	-1
FC(F)Oc1ccc(NC(=S)NN2CCOCC2)cc1	1	-3	2	-7	0.6	5	3	-7	1	2
Cc1cccc([C@@H](NC(=O)OC(C)(C)C)C(=O)OC(C)(C)C)c1	-1	3	-2	1	-0.1	3	6	-11	0	0
COc1cc2c(cc1OC)-c1nc3ccccc3c(=O)n1C(C)(C)C2	-1	-3	0	-8	0.0	-5	8	-5	-2	-6
CCCCNC(=O)C1C2C=CC3(CN(Cc4ccccc4Cl)C(=O)C13)O2 (stereo unspecified)	-3	-4	2	3	0.9	5	0	13	1	2
Cc1nnc(SCc2cc(=O)[nH]c(N3CCN(C)CC3)n2)s1	-3	-6	1	1	-1.5	7	4	-1	-1	4
COc1cccc(C2=Cc3ccc(F)cc3C(CC(C)=O)N2c2ccc(C#CC3(O)CCCCC3)cc2)c1 (stereo unspecified)	7	0	-2	-2	1.6	-3	2	6	-4	.
Cc1cc(C)cc(Oc2coc3cc(O)ccc3c2=O)c1	-1	-11	1	0	-3.0	8	-4	2	-1	6
O=[N+]([O-])c1cc(Br)c2c(c1)CCN2	6	3	-1	-11	1.1	2	1	5	-5	-4
O=C(C=Cc1ccccc1F)c1ccccc1	-2	-6	5	1	0.5	1	-5	1	-1	.
Cc1ccc2c(c1)CCCN2C(=O)CSc1ccccc1	-2	7	0	0	-0.8	-4	3	-7	-1	-3
COC(=O)c1cccc(Cn2ccc3ccc(-c4ccc5ccn(Cc6cccc(C(=O)OC)c6)c5c4)cc32)c1	6	51*	-5	-9	.	3	.	22	-3	.
CCOc1ccccc1NC(=O)Cn1c(=O)oc2ccccc21	2	3	-2	6	-1.6	-2	4	-4	1	0
Cc1ccc(OCC(=O)Nc2ccccc2N2CCCC2)c(C)c1	-2	-1	3	10	0.2	3	-6	-5	1	-12
Cc1ccc(SCC(=O)OCC(=O)N2CCN(C(=O)c3ccco3)CC2)c(C)c1	-4	-5	3	-1	0.8	-2	0	-3	3	-3

Next part:
SMILES	LEDGF integ inh	Rev-erbA mod	PRMT1 FP inh	MBD2 inh	PG9 binder	ABHD4 inh	TCR CD3 inh	rCAG RNA binder	UHRF1 binding	HTRA1 inh
COc1cccc(C2CC(c3cccc(NS(C)(=O)=O)c3)=NN2C(=O)c2ccccc2)c1OC (stereo unspecified)	1	6	0	0	-0.8	34*	6	6	-2	-8
CO/C=C\C=C/c1nnn(-c2ccc(Cl)cc2)n1	7	0	10	0	1.2	-1	6	15	0	-30
CC(C)O/N=C1\C(=O)N(c2ccccc2)c2ccccc21	9	-1	0	-5	-1.9	-1	-4	-7	-2	-5
C=CCN=C1S/C(=C/c2cccc([N+](=O)[O-])c2)C(=O)N1CC=C	-2	4	0	0	0.2	1	0	1	2	-14
COc1ccc(CN2CCCC(CO)(Cc3ccc(F)cc3F)C2)cc1 (stereo unspecified)	2	4	1	-1	-3.0	-2	2	-7	-2	3
Cc1nnc(SCC(=O)Nc2ccc(S(N)(=O)=O)cc2)n(N)c1=O	-1	10	0	-4	0.2	2	-1	2	1	5
CC(C)(C)c1cc(NC(=O)COC(=O)c2ccc(O)cc2O)n(-c2ccccc2)n1	3	6	-3	2	-0.3	-23	4	6	-3	-3
CCC(C)[C@H](NC(=O)Nc1ccccc1F)C(=O)OC (stereo partly specified)	-1	4	-2	-3	-1.8	3	6	2	3	-2
CCSc1nnc2ccc(-c3cccs3)nn12	4	-2	2	-4	-1.4	-1	7	2	-4	-1
Cn1c(CO)nc2cc(N)ccc21	-2	-5	-3	1	-0.2	-1	3	0	-2	-2
CCOC1=C2CN(S(=O)(=O)c3ccc(C)cc3)[C@H](c3ccccc3)C[C@@H]2N(S(=O)(=O)c2ccc(C)cc2)[C@H](c2ccccc2)C1	0	-1	-1	1	-0.7	1	4	2	-1	.
CCOC(=O)C1=C(c2ccccc2)Nc2ncnn2C1c1cccc(OC)c1OC (stereo unspecified)	6	7	0	3	-1.5	-8	0	0	8	-13
CCN(CC)S(=O)(=O)c1ccc(/C=C/C(=O)OCC(=O)N(C(C)C)C(C)C)cc1	2	-8	-2	-2	-1.7	6	5	-6	1	0
Nc1nnc(SCc2ccc3c(c2)OCO3)s1	-1	6	-1	3	-1.6	2	-5	2	1	-8
COc1ccccc1N(CN1CCCC1=O)C(=O)c1c(F)cccc1Cl	-1	2	-3	1	-1.0	-1	7	-2	1	-4
COC(=O)C1C2CC3c4[nH]c5cc(OC)ccc5c4CCN3CC2CC(O)C1OC (stereo unspecified)	-3	-2	5	-1	-2.4	3	4	-4	-1	3
COc1ccc(Nc2nc(=O)c3cc([N+](=O)[O-])ccc3s2)cc1	-1	-8	-1	7	0.7	4	4	1	25*	6
Cc1cc(C(=O)COC(=O)c2ccncc2)c(C)n1CCc1ccc(F)cc1	-1	-1	4	1	2.7	12	-4	-1	0	-13
N#CC1=C(N)C(C#N)(C#N)C(c2ccncc2)C2CN(C(=O)OCc3ccccc3)CC=C12 (stereo unspecified)	3	11	9	-1	0.5	10	-5	8	2	-2
CCOc1ccc(NC2=NCC(=O)N2CCc2ccccc2)cc1	4	-2	2	-2	0.6	5	-5	-7	2	-5
Cc1cc(C)n(-c2ccc(C(=O)C(C#N)c3nc4ccccc4n3C)cc2)n1 (stereo unspecified)	2	2	-3	-4	1.0	1	1	1	-1	-6
Cc1cc(C)nc(SCc2n[nH]c(=S)n2C)n1	0	-1	0	-2	0.0	-3	2	2	-2	5
COc1cc2oc(=O)c3c(c2cc1OCC(=O)c1c(C)n(C)c2ccccc12)CCCC3	0	36*	-3	-3	-1.1	-2	8	3	-1	7
CC(C)C(=O)N1CCC1(C)C(=O)NCc1cc(Cl)ccc1F (stereo unspecified)	2	2	4	-3	0.8	-5	-9	2	3	.
CCOCCCNC(=O)C1(O)c2cc(Br)ccc2NC(=O)N1c1cccc(OC)c1 (stereo unspecified)	-1	-5	0	2	-0.5	4	4	3	-1	8

Taken from above:
COC(=O)C1C2CC3c4[nH]c5cc(OC)ccc5c4CCN3CC2CC(O)C1OC (stereo unspecified) @ HTRA1 inh = 3
CCn1c(=NC(=O)CN2C(=O)CCC2=O)sc2c(C)cc(C)cc21 @ PRMT1 FP inh = -7
COc1cc2oc(=O)c3c(c2cc1OCC(=O)c1c(C)n(C)c2ccccc12)CCCC3 @ PRMT1 FP inh = -3
Cc1cc(C)nc(SCc2n[nH]c(=S)n2C)n1 @ MBD2 inh = -2
Nc1nnc(SCc2ccc3c(c2)OCO3)s1 @ TCR CD3 inh = -5
CCNC(=O)N1C[C@H]2CON(C)[C@H]2C[C@H]1c1ccccc1Br @ HTRA1 inh = -4

Remaining list, next part:
SMILES	LEDGF integ inh	Rev-erbA mod	PRMT1 FP inh	MBD2 inh	PG9 binder	ABHD4 inh	TCR CD3 inh	rCAG RNA binder	UHRF1 binding	HTRA1 inh
CCCC/C=C1/[C@@H](CC)N(Cc2ccc(OC)cc2OC)C2=N[C@@H](c3ccccc3)CC(=O)N21	4	0	-4	-9	.	-8	.	.	2	.
CN1CCC(=NNC(=O)CN(c2cccc(Cl)c2)S(C)(=O)=O)CC1	2	0	0	-2	-0.1	1	-9	0	0	4
C[C@@H]1[C@H](O)[C@@H](C)/C=C/C=C/C=C/C=C/C=C/C=C/C=C/[C@H](OC2O[C@H](C)[C@@H](O)[C@H](N)[C@@H]2O)C[C@@H]2O[C@](O)(C[C@@H](O)C[C@@H](O)[C@H](O)CC[C@@H](O)C[C@@H](O)CC(=O)O[C@H]1C)C[C@H](O)[C@H]2C(=O)O (stereo partly specified)	32*	-2	3	5	.	-7	.	41*	8	.
CC(=O)N1CCN(Cc2nc3cc(NC(=O)Nc4ccccc4)ccc3n2C)CC1	-1	-2	3	-4	-1.4	6	-2	-1	0	12
CC(OC(=O)Cc1n[nH]c(=O)c2ccccc12)C(=O)Nc1ccccc1[N+](=O)[O-] (stereo unspecified)	3	-7	1	2	-0.9	-4	2	-3	-2	1
COCCn1c(SCC(=O)NNC(=O)c2cc(Cl)ccc2OC)nnc1-c1ccncc1	1	3	1	-4	0.3	3	7	2	20	18
Cc1noc(C)c1S(=O)(=O)N(C)C[C@H]1Oc2ccc(NS(=O)(=O)c3cn(C)cn3)cc2C(=O)N([C@H](C)CO)C[C@@H]1C	-4	-7	-1	-3	-0.8	3	-1	6	-1	0
CCNC(=O)COn1c(SCC(=O)NCC)nc2ccccc2c1=O	1	0	1	0	0.0	4	10	-2	1	1
CSc1n[nH]c(-c2ccc(C(F)(F)F)cc2)n1	0	1	3	-6	2.0	-8	0	-2	1	4
O=C(NCc1ccccc1)c1ccc(Cn2cc(C(F)(F)F)ccc2=O)cc1	-1	1	-1	-8	-0.5	0	6	-3	-4	1
CCC(C)[C@H](NC(=O)NCCCN1CCOCC1)C(=O)OC (stereo partly specified)	0	2	0	-1	-2.8	-1	4	0	0	2
CCCN1CCCc2cc(CN(CCCN3CCOCC3)C(=O)Nc3ccc(OCC)cc3)ccc21	-1	1	1	1	-3.3	5	0	-4	5	0
CC1CCCCC1NC(=O)COC(=O)CNC(=O)c1cccc(F)c1 (stereo unspecified)	3	-4	-1	0	-0.8	1	3	-3	-1	10
CN(CC1CCCO1)S(=O)(=O)c1ccc(C(=O)Nc2nnc(-c3ccccc3)o2)cc1 (stereo unspecified)	4	1	0	-1	-0.8	-2	6	30	0	5
COc1ccccc1NC(=O)c1ccc(NS(C)(=O)=O)cc1	-3	-5	-2	4	0.4	-1	2	1	-3	-4
CNC(=O)N(O)C1N(/N=C/c2ccccc2OC)C(=S)SC1(C)C (stereo unspecified)	-3	-2	2	2	-1.1	5	-3	-3	2	7

Gathered by group: the entries above with a cyano group (2)
SMILES	LEDGF integ inh	Rev-erbA mod	PRMT1 FP inh	MBD2 inh	PG9 binder	ABHD4 inh	TCR CD3 inh	rCAG RNA binder	UHRF1 binding	HTRA1 inh
N#CC1=C(N)C(C#N)(C#N)C(c2ccncc2)C2CN(C(=O)OCc3ccccc3)CC=C12 (stereo unspecified)	3	11	9	-1	0.5	10	-5	8	2	-2
Cc1cc(C)n(-c2ccc(C(=O)C(C#N)c3nc4ccccc4n3C)cc2)n1 (stereo unspecified)	2	2	-3	-4	1.0	1	1	1	-1	-6

Not all compounds are listed, so the mix of outcomes need not match the whole.
